Screening data: PubChem, National Center for Advancing Translational Sciences (NCATS)
GAA glycogen mod = inhibitors or activators of human alpha-glucosidase glycogen cleavage; 0.38% of 300,000 active; Potency, µM (series often up to 76.4 µM), for inactives: at the highest dose activity change, negative = inhibition, usual class: inhibitors; AID 2100; recombinant GAA, glycogen substrate, Amplex Red glucose oxidase fluorescence;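 note: 0% = full enzyme reaction and -100% = no-enzyme basal signal; the screen sought inhibitors and activators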
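Natural-substrate format: glycogen cleavage by 4 nM human enzyme, glucose read by Amplex Red coupling (Ex 573, Em 610 nm). Normalized to enzyme and no-enzyme controls.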
aGlu spleen mod = inhibitors or activators of human alpha-glucosidase in spleen homogenate; human spleen homogenate, 4-MU-alpha-glucoside fluorescence; Potency, µM (series often up to 79.9 µM), inactives show at the top dose activity change, negative = inhibition, most hits filed as inhibitors; 0.006% of 240,000 active; AID 2112;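 note: 0% = enzyme with vehicle and -100% = no enzyme basal signal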
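AC50 values come from Hill-equation fits of concentration-response data, normalized to no-enzyme and full-activity controls. Enzyme source: 1 ug human spleen homogenate; 1 mM fluorogenic 4-MU glucoside, pH 5.0 citrate buffer, 37 C, 40 min.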
ALDH1A1 block = inhibitors of human aldehyde dehydrogenase 1A1. AID 1030. Purified ALDH1A1, NADH fluorescence, propionaldehyde substrate. 7.3% of 220,000 active. Potency, µM (series often up to 75.3 µM), for inactives: at the highest dose activity, negative = inhibition, hits mostly inhibitors. P00352; active = well fitted inhibition curve with a large enough effect, not every such curve was filed as active; inconclusive = small, poorly fitted or top-dose-only effect, or another doubt; inactive = no such curve, though single readings can be large or run the other way;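 note: plate controls were no enzyme wells and a reference inhibitor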
Target sequence (P00352 whole entry, looked up): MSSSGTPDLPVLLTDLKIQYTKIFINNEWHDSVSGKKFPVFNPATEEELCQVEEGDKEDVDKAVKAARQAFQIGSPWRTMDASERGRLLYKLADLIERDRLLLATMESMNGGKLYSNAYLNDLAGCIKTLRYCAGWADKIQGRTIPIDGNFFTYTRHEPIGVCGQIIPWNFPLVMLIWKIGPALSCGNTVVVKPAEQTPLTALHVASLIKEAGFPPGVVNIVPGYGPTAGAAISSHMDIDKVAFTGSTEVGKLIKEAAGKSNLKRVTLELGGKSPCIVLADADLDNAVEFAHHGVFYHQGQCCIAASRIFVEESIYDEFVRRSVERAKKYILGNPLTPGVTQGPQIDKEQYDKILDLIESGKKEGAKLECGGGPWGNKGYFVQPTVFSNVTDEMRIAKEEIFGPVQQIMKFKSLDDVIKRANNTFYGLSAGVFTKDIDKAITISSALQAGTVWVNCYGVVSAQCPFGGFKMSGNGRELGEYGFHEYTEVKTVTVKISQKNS
GLA spleen mod = inhibits or activates alpha-galactosidase in human spleen homogenate; Potency, µM (doses to about 80 µM), without a hit: top-dose activity change, negative = inhibition, most hits filed as inhibitors; AID 2107; human spleen homogenate, 4MU-alpha-Gal fluorescence, 40 min; 0.008% of 240,000 active;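 note: 0% = enzyme with vehicle and -100% = no enzyme basal signal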
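Human spleen homogenate (1 ug) as enzyme source, 4-methylumbelliferyl-alpha-D-galactopyranoside 1 mM final, citrate/phosphate pH 5.0 with 0.01% Tween-20. Compounds 40 min at 37C, NaOH/glycine stop; fluorescence Ex 365/Em 440, Hill-fit AC50.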
JMJD2E inh = blocks human JMJD2E demethylase activity. B2RXH2. JMJD2E catalytic domain, FDH-coupled NADH fluorescence (FDH is formaldehyde dehydrogenase). Potency, µM (doses to about 57.1 µM), inactives show at the top dose activity change, negative = inhibition, usual class: inhibitors. 1.6% of 230,000 active. AID 2147; active = well fitted inhibition curve with a large enough effect, not every such curve was filed as active; inconclusive = small, poorly fitted or top-dose-only effect, or another doubt; inactive = no such curve, though single readings can be large or run the other way;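 note: 0% = wells with enzyme and -100% = buffer wells without enzyme; nearly all actives have a fitted effect of over 50% in size; many of its hits are not listed in these tables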
GoLoco inh red = inhibitors of human Gai1-RGS12 GoLoco interaction (red fluorophore). P63096. Gai1:RGS12 GoLoco peptide FP, rhodamine, 10 min. Potency, µM (series often up to 61.6 µM), without a hit: top-dose activity, negative = inhibition, actives largely listed as inhibitors. 0.44% of 230,000 active. AID 880; active = well fitted inhibition curve with a large enough effect, not every such curve was filed as active; inactive = no such curve, though single readings can be large or run the other way; note: % is set by controls: 0 for no effect and ±100 for the full control effect; nearly all actives have a fitted effect of over 30% in size; many of its hits are not listed in these tables
Target sequence (P63096 whole entry, looked up): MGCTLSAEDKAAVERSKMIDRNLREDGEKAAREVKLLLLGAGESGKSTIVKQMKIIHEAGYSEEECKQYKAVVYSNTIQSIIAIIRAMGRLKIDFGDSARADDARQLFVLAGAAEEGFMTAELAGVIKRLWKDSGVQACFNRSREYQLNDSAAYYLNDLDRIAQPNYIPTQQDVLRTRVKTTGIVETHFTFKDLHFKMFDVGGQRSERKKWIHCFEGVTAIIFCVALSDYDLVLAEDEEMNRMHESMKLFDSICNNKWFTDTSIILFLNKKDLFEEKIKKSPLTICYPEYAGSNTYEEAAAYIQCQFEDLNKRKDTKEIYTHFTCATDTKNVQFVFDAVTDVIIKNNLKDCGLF
SMN2 splice up = SMN2 splice variant enhancement | Potency, µM (top dose mostly 46.1 µM), for the others: at the highest dose activity change, positive = activation, usual class: activators | HEK293 SMN2-luciferase splicing reporter, luminescence, 30-36 h | 2.8% of 210,000 active | AID 1458; note: % of control where 0% means no effect; nearly all actives have a fitted effect of over 55% in size
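HEK293 cells carry an SMN2 […]–luciferase reporter in which exon 7 inclusion puts luciferase in frame. Cells were plated 10-12 h before compound addition, then incubated 30-36 h at 37C. ONE-Glo luminescence was read; sodium butyrate at 4.5 mM final served as control.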
GAA inh = blocks human lysosomal alpha-glucosidase; purified human GAA, 4-MU-alpha-glucoside fluorescence; Potency, µM (doses to about 76.9 µM), inactives show at the highest dose activity change, negative = inhibition, actives largely listed as inhibitors; 0.005% of 200,000 active; AID 1466;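 note: plate controls were uninhibited enzyme wells for no effect and no-enzyme background for full effect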
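Endpoint fluorogenic read: 20 min room-temperature reaction of 4 nM human alpha-glucosidase with 400 uM 4-methylumbelliferyl-alpha-D-pyranoside, pH 5.0, quenched with 1M NaOH/1M glycine pH 10. AC50 from Hill modeling.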
* marks the source's active call; other numbers are inactive results; ? = inconclusive; . = not tested or not shown; & = joins results of further samples; [ ] = another dose, or the depositor's remark. Unless noted, calls come from the whole dose curve; as a rule, active = well fitted curve in the direction sought with a large enough effect; inconclusive = small, poorly fitted or top-dose-only effect, or another doubt; inactive = no such curve, though single readings can be large; an effect the other way counts as inactive or inconclusive. Potency is the fitted concentration of half-maximal effect.

SMILES | GAA glycogen mod | aGlu spleen mod | ALDH1A1 block | GLA spleen mod | JMJD2E inh | GoLoco inh red | SMN2 splice up | GAA inh
Cc1cc2nnc(SCC(=O)N3CCCCCC3)n2c(N)n1 | 17% | 0% | ? | -8% | 3% | 11% | . | -10%
Cc1ccc(NC(=O)CSc2n[nH]c(=O)n2C2CC2)cc1S(=O)(=O)N1CCOCC1 | 8% | -4% | ? | -11% | -2% | 0% | ? | 1%
CCOC(=O)c1ccc(N=c2sc(C(=O)OC)cc(=O)n2Cc2ccco2)cc1 | 5% | -8% | 1.4µM* | -6% | -5% | -5% | -113%[inhibitor] | 4%
COC(=O)c1sc2[nH]c(=S)n(N)c(=O)c2c1C | -28% | -4% | ? | 0% | -28% | -5% | 12% | -7%
COc1ccc(-n2c(Cc3cc(=O)[nH]c(=O)[nH]3)nnc2SCC(=O)Nc2cc(C(F)(F)F)ccc2Cl)cc1 | 1% | -12% | 6% | 9% | 5% | 7% | ? | -5%
COc1ccc(-c2nn(-c3ccccc3)cc2/C=N/Nc2ccc(Cl)c(C(=O)O)c2)cc1OC | -26% | 4% | . | 6% | ? | 12% | . | .
COc1ccc(N(C(=O)Cn2nnc3ccccc32)C(C(=O)NCc2ccco2)c2ccc(C)o2)cc1 (configuration not stated) | 2% | -9% | ? | 0% | 5% | 15% | 10% | -5%
Cn1c(C(=O)NCc2cccs2)cc2c(=O)n(C)c3ccccc3c21 | -18% | 8% | -6% | 2% | ? | 2% | 11% | -1%
COc1ccccc1NC(=O)N1CCC(c2nnc(SCC(N)=O)n2C)CC1 | 4% | 3% | -3% | 2% | 3% | -2% | -6% | -2%
CCOc1ccc(Cc2nnc(N)s2)cc1OCC | -2% | 4% | 24% | 17% | 7% | -1% | -2% | ?
COc1ccc(-n2cnnc2SCc2ncc(-c3ccccc3)o2)cc1 | 0% | 4% | -2% | 8% | 3% | -4% | -4% | -5%
COc1ncc2nc(C)c(=O)n(Cc3cccs3)c2n1 | . | -9% | -11% | -3% | . | 13% | -3% | .
Cc1cccc(Br)c1 | . | -3% | ? | 9% | . | 1% | -15% | .
COc1ccccc1N1CC(C(=O)Nc2ccc(S(=O)(=O)N3CCOCC3)cc2)CC1=O (configuration not stated) | -6% | -6% | -2% | 4% | 1% | 27% | -28% | ?
Cc1c(Cl)ccc2c(C(=O)NCCN3CCCCC3)cc(-c3ccccn3)nc12 | 12% | -4% | 2% | 5% | 2% | 32%[activator] | -23% | 9%
O=S(=O)(c1ccc(Cl)cc1)N1CCN(c2nc(-c3cccs3)nc3ccccc23)CC1 | -7% | 5% | ? | 10% | ? | 6% | 6% | ?
CN(C)C=NC(=O)c1ccc(N2CCN(c3ncc(C(F)(F)F)cc3Cl)CC2)cc1 | 4% | -5% | ? | -12% | 9% | -4% | -44%[inhibitor] | -2%
Cc1ccc(NC(=O)c2nn(C34CC5CC(CC(C5)C3)C4)cc2[N+](=O)[O-])cc1 | -4% | 2% | 0.028µM* | -4% | 3% | -5% | 7% | 1%
CC(=O)c1ccc(N2CCN(S(=O)(=O)c3ccccc3)CC2)c(F)c1 | 5% | -1% | ? | -5% | 3% | 10% | . | -3%
O=C(O)CSc1ccccc1C(=O)O | -7% | 6% | 10%[13.5 µM] | 4% | 3% | 12%[14.2 µM] | -12%[9.22 µM] | -1%
C=CCNC(=O)CNS(=O)(=O)c1ccc(F)cc1 | 1% | -2% | ? | -3% | 13% | -18% | 14% | -5%
Cc1ncsc1C(=O)O | -1% | 1% | -7% | 5% | ? | -3% | . | -3%
CCc1cc2ccc(C)cc2nc1SCC(=O)Nc1cc(OC)c(OC)cc1C(=O)O | -3% | 0% | -8% | 4% | ? | -22% | -14% | 2%
Clc1ccc2c(c1)c1ccccc1n2CN1CCOCC1 | -8% | -5% | 3% | -8% | ? | -11% | -9% | -19%
COc1cc(CCC(=O)Oc2ccc(C(C)=O)cc2)cc(OC)c1OC | 1% | 2% | 0% | 9% | 5% | -8% | 14% | 4%
(listing goes on)
SMILES | GAA glycogen mod | aGlu spleen mod | ALDH1A1 block | GLA spleen mod | JMJD2E inh | GoLoco inh red | SMN2 splice up | GAA inh
CC(C)c1ccc(C2=C(O)c3ccccc3C(=O)C2=O)cc1 | 9% | 0% | 4% | -3% | -6% | 10% | -4% | 8%
COc1cc(NC(=O)CN2C(=O)C(c3ccccc3)=NC23CCCCCC3)cc(OC)c1 | -3% | -3% | ? | 2% | 1% | 9% | 13% | 1%
Cc1ccc(-c2cn3cccnc3n2)cc1NC(=O)c1cccs1 | -7% | -2% | ? | 2% | ? | 7% | 0% | -5%
CCOC(=O)N1CCC(N(CCN(C)C)C(=S)Nc2ccccc2Cl)CC1 | 0% | 12% | 7% | 8% | 2% | 5% | -10% | 4%
CN(CCN1CCOCC1)Cc1nc(-c2ccccc2)no1 | -11% | 2% | -9% | 6% | -12% | 9% | 3% | 9%
FC(F)(F)c1cc(CO[C@H]2CCCN[C@H]2c2ccccc2)cc(C(F)(F)F)c1 | . | -8%&13% | -3%&1% | 1%&-6% | 5%&-3% | 2%&7% | -43%[inhibitor] | .
COCc1cc(C)nc(SCC[N+](C)(C)CC(=O)Nc2ccccc2)c1C#N | -10% | . | -11% | -6% | -3% | -5% | 4% | 0%
CC1CCN(c2nc3nonc3nc2N2CCC(C)CC2)CC1 | -18% | 3% | -6% | 4% | -2% | -12% | -30%[inhibitor] | 5%
O=C1NC[C@@H](Cc2cccc3ccccc23)N(CC2(c3ccccc3)CC2)C1=O | -1% | -4% | . | 5% | -19% | -3% | . | .
CCOC(=O)N1CCN(C(=O)/C(=C\c2cccs2)NC(=O)c2cccs2)CC1 | -11% | -3% | -6% | -2% | -4% | 0% | 0% | -2%
Cc1nnc(SCC(=O)N2CCN(S(=O)(=O)c3ccccc3)CC2)s1 | -13% | -11% | ? | -13% | 12% | 4% | 0% | ?
CCOC(=O)Cc1csc(NC(=O)COc2ccc(N(C)S(=O)(=O)c3ccc(C)cc3)cc2)n1 | -7% | -2% | ? | 2% | 5% | 0% | -3% | -5%
FC(F)(F)c1ccc(CN2CCCCCC2)cc1 | 7% | -2% | ? | 1% | ? | -1% | -24% | 3%
O=C(CSc1ncccn1)NC(=O)c1ccccc1 | 5% | 8% | ? | 2% | 1% | -45% | 4% | 5%
O=C(Nc1nnc(-c2ccc(F)cc2)o1)c1cccc([N+](=O)[O-])c1 | 19% | -2% | 5% | -2% | ? | 8% | -66%[inhibitor] | 8%
Cc1cccc(C(=O)N/N=C/c2ccncc2)c1 | 11% | -2% | 7% | -2% | 1% | 8% | 7% | -1%
CCc1nnc(NC(=O)c2n[nH]c(=O)c3ccccc23)s1 | 8% | 12% | . | 8% | -2% | -3% | . | .
CCN(Cc1ccccc1)C(=O)c1ccc(CNS(=O)(=O)c2ccc(C)cc2)cc1 | -4% | -5% | 2µM* | 0% | -2% | 5% | -41%[inhibitor] | ?
COC(=O)c1cc(S(=O)(=O)NC2CCN(Cc3ccccc3)CC2)cn1C | 5% | -4% | ? | 5% | -3% | 9% | -22% | -1%
O=C(Nc1ccccn1)c1ccc2c(c1)OCCO2 | -10% | -2% | 2% | -2% | 3% | 2% | 2.5µM* | 6%
O=C(CC1C(=O)NCCN1Cc1ccoc1)NCc1cccc(OC(F)(F)F)c1 (configuration not stated) | -5% | 7% | . | 7% | 5% | -10% | . | .
C[C@@]12CCC3c4ccc(O)cc4CCC3C1CCC2O (some centres not stated) | . | 2% | -13% | 2% | 2% | 10% | -10% | .
COc1ccccc1-c1nnc(SCc2nc3ccccc3s2)n1C | 9% | 3% | 3% | 12% | 2% | 22% | 0% | 5%
C/C(N=Nc1nc2ccccc2s1)=N\Nc1ccccc1O | -20% | 3% | . | -2% | -12% | 21% | . | .
O=C(NNc1ncccc1-n1cccc1)c1ccc(Cl)cc1 | ? | -2% | 16% | -2% | -6% | 5% | . | 1%
(list continues)
SMILES | GAA glycogen mod | aGlu spleen mod | ALDH1A1 block | GLA spleen mod | JMJD2E inh | GoLoco inh red | SMN2 splice up | GAA inh
O=C1Nc2ccccc2C1=Nc1ccc(S(=O)(=O)Nc2nccs2)cc1 | 4% | -1% | ? | -1% | -4% | 4%[14.2 µM] | 8%[9.22 µM] | ?
Cc1ccc(C(=O)OCc2cc3ccccc3[nH]c2=O)cc1 | 8% | 2% | 6% | 6% | -16% | 5% | 17% | -9%
CCOC(=O)c1c(C)[nH]c(C(=O)COC(=O)C2CC(=O)N(Cc3ccccc3)C2)c1C (configuration not stated) | -5% | 1% | ? | -4% | 6% | 5% | 4% | -8%
CCOc1ccc(Cn2cc(F)c(=O)[nH]c2=O)cc1 | 5% | 6% | . | 16% | 5% | 2% | . | .
COc1cc(/C=C/C(=O)O)cc(S(=O)(=O)Nc2ccccc2Oc2ccccc2)c1OC | -5% | 4% | . | 14% | 5% | 1% | . | .
Cc1ccc(-c2nc3cccnc3s2)cc1NS(=O)(=O)c1ccc2c(c1)OCCO2 | -5% | -2% | ? | -2% | ? | 26% | ? | ?
COc1ccc(C)c2sc(NC(=O)C3=COCCO3)nc12 | -10% | -4% | -15% | 1% | -14% | 16% | ? | -6%
CC(C)[C@H](NC(=O)c1ccco1)C(=O)OCC(=O)N1CCc2ccccc21 | 6% | -3% | ? | -10% | 8% | -7% | -18% | 2%
CC(=O)NC(CC(=O)Nc1nc(C)cs1)c1ccccc1 (configuration not stated) | 8% | 4% | -3% | 6% | 4% | -2% | -13% | 3%
CCNC(=O)COc1ccc(C=O)cc1OC | 7% | -4% | ? | 1% | 2% | 7% | -5% | 0%
CNC(=S)N/N=C/c1ccc(-c2cc([N+](=O)[O-])ccc2Cl)o1 | -8% | -9% | -12% | -7% | -2% | 9% | 2% | -23%
COc1ccccc1NC(=O)/C(C#N)=C/C=C/c1ccco1 | -3% | 6% | 10% | -5% | -2% | 29% | 8% | -2%
Nc1nc(CSCCO)nc(Nc2ccccc2)n1 | -6% | -1% | 8% | -3% | -3% | -12% | 13% | -2%
CC1CCCCC1NC1=NCCS1 (configuration not stated) | 7% | 4% | 13% | 6% | 13% | -8% | -28% | 11%

This is a subset; the hit share may differ from the screen's.
